# LAP4-GFP MLPCN = modulators of LAP4-GFP expression in yeast, primary screen, S. cerevisiae, multiplex flow cytometry, MLPCN library; 3 h; median GFP as percent of DMSO wells; GFP response vs DMSO, % at 10 µM; 320,000 compounds, 0.34% hits;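 active means GFP response vs DMSO above a set limit, about the screen mean plus 3 SD, cut at about 150% in these data; inconclusive means under 70 cell events counted for the yeast strain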
# MEP2 TOR yeast = modulators of MEP2-GFP levels in yeast, primary screen, S. cerevisiae, multiplex flow cytometry, MLPCN library; S. cerevisiae MEP2-GFP strain, 3 h; 100% = DMSO control level; GFP response vs DMSO, % at 10 µM; 330,000 compounds, 0.51% hits;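 active means GFP response versus DMSO above a set limit, roughly screen mean plus 3 SD, cut at about 180% in these data; inconclusive means fewer than 70 cells counted for a yeast strain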;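 further: median GFP fluorescence of the barcode-gated MEP2-GFP cells per well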
# procasp3 activ = activators of human procaspase-3 D3A mutant, primary screen, biochemical, absorbance, PC-3 D3A mutant, single concentration; Caspase-3 (Homo sapiens), P42574; recombinant procaspase-3 D3A, Ac-DEVD-pNA absorbance 405 nm; activation, % at 8.5 µM; 330,000 compounds, 0.11% hits; AID 463141, 2010;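 active means activation above the mean of all tested compounds plus 3 SD, cut at about 21% in these data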;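 further: 0% = DMSO alone and 100% = DMSO wells spiked with extra 5 µM PC-3 D3A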
# Target sequence (P42574 whole entry D9A/D28A/D175A): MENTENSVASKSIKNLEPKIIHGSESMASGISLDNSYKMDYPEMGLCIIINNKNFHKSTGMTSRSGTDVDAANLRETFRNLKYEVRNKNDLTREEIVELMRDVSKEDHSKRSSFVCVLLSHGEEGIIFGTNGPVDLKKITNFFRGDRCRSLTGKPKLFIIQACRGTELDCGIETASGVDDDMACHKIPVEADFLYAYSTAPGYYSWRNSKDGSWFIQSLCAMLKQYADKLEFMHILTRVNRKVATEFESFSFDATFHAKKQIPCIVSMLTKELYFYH
#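 Assay system – Procaspase-3 D3A mutant · Benchmarks – DMSO low control, extra-enzyme high control · Technique – 405 nm absorbance of p-nitroaniline, reads at 0 and 120 min · Doses – 8.5 µM nominal · Measure – % activation between DMSO and enzyme-spiked controls · Also added – Ac-DEVD-pNA chromogenic peptide substrate · Schedule – 1 h compound preincubation, 2 h substrate hydrolysis at 25 °C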
# CIT2 TOR yeast = modulators of CIT2-GFP expression in yeast, primary screen, S. cerevisiae, GFP fusion, multiplex flow cytometry, MLPCN library | 320,000 compounds, 0.065% hits | AID 2029, 2009 | GFP response vs DMSO, % at 10 µM | S. cerevisiae CIT2-GFP strain, 3 h; 100 means same as DMSO wells;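 active means GFP response relative to DMSO above a set limit, near the screen mean plus 3 SD, cut at about 150% in these data; inconclusive means Fewer than 70 cells measured for a yeast strain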;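 further: ratio of well median GFP fluorescence to mean of DMSO wells on the plate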
# AHR activator = AHR activators, primary screen, cell-based, luminescence, luciferase reporter, human. Aryl hydrocarbon receptor (Homo sapiens), P35869. AHR-responsive luciferase reporter cells. activation, % at 5 µM. 320,000 compounds, 2.5% hits; in the data active means activation above about 47%;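 further: 0% = vehicle wells and 100% = reference agonist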
# RPL19A-GFP yeast = RPL19A-GFP expression modulators in yeast, primary screen, cell-based, S. cerevisiae, multiplex flow cytometry, MLPCN; S. cerevisiae RPL19A-GFP strain, 3 h; hits give low values; 330,000 compounds, 0.3% hits; percent response vs DMSO, % at 10 µM;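 active means percent response vs DMSO below 50%; inconclusive means fewer than 70 events counted for the yeast strain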;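 further: median channel GFP fluorescence of the barcoded RPL19A-GFP strain; ratio of sample median GFP to plate DMSO average so 100% = DMSO; lower means less RPL19A-GFP as with rapamycin TOR inhibition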
# AGP1-GFP MLPCN = modulators of AGP1-GFP expression in yeast TOR pathway, primary screen, cell-based, multiplex flow cytometry, S. cerevisiae, MLPCN library; 3 h; GFP as percent of DMSO wells; GFP response vs DMSO, % at 10 µM; 320,000 compounds, 0.02% hits; AID 2066, 2009;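 active means GFP response relative to DMSO above a set limit, near screen average plus 3 SD, cut at about 150% in these data; inconclusive means fewer than 70 cells counted for the yeast strain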;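 further: median GFP channel fluorescence of the gated AGP1 strain per well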
# procasp7 counter = procaspase-7 activators, primary screen, counter-screen for procaspase-3 activator project, biochemical, absorbance, HTS, human | Caspase-7 (Homo sapiens), P55210 | recombinant procaspase-7, Ac-DEVD-pNA absorbance 405 nm; D23A/D198A/D206A triple mutant, cannot self-cleave; scale: DMSO 0, 5 µM enzyme 100 | activation, % at 8.5 µM | 330,000 compounds, 0.093% hits;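 active means percent activation above the screen-wide mean plus 3 SD, cut at about 25% in these data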
# Target sequence (P55210 whole entry D23A/D198A/D206A): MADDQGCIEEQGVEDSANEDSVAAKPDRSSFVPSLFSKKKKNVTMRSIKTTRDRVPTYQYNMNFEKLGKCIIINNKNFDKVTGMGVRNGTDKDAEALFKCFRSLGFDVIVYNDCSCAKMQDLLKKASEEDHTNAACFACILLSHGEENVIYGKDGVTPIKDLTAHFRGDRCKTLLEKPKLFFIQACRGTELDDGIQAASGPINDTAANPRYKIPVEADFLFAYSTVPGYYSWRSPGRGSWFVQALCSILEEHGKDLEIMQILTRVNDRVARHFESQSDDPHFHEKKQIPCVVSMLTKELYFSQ
#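 Material: Procaspase-7 triple mutant (PC-7 D3A) | Quantity: 2 µM procaspase-7 mutant as dispensed | Reagent: DEVD-pNA substrate | Times: 1 h preincubation, 2 h reaction | Technique: 405 nm absorbance of p-nitroaniline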
# An asterisk follows results filed as active; ? = inconclusive; . = no result given; [ ] = remark or other dose. Compounds were not picked by outcome. About 3.5% of those tested had a hit in this group.
# Results follow in this order: LAP4-GFP MLPCN	MEP2 TOR yeast	procasp3 activ	CIT2 TOR yeast	AHR activator	RPL19A-GFP yeast	AGP1-GFP MLPCN	procasp7 counter
O=C(Nc1ccc(F)cc1F)Nc1ccc(F)cc1F
    93.9	105.4	-1.1	105.9	-2.9	101.0	99.5	0.9
COc1cc(C)ccc1OCCCOc1c(Cl)cccc1Cl
    100.5	104.6	3.0	92.5	15.0	97.5	96.2	6.3
Cc1nc(C(Cl)(Cl)Cl)nc2[nH]ccc(=O)c12
    101.6	104.2	2.4	90.4	7.7	98.4	102.0	3.5
O=C(CNC(=O)c1ccco1)OCc1ccc(C(=O)Oc2ccccc2)cc1
    112.6	77.3	-12.6	82.7	10.6	87.8	84.4	-10.3
Cc1cccc(N(CC(=O)N2CCCCCC2)S(C)(=O)=O)c1C
    94.3	101.0	.	98.9	.	102.4	106.1	.
CC(C)(C)OC(=O)C[C@@H]1C/C=C\C[C@@H](CC(=O)N[C@@H](CO)Cc2ccccc2)C(=O)NC[C@@H](c2ccccc2)OC1=O
    96.6	97.9	1.8	97.4	-0.8	95.5	95.6	-2.9
CCc1cccc(NC(=O)CCc2nc3sc4c(c3c(=O)[nH]2)CCCC4)c1
    92.8	98.7	5.3	92.9	7.2	95.8	97.6	3.6
NC(=O)COC(=O)c1ccc(-c2ccc(O)cc2)cc1
    103.5	106.2	5.2	101.4	0.1	97.5	104.6	0.5
O=C(COC(=O)c1c[nH]c(=O)[nH]c1=O)NCc1ccccc1
    92.0	90.7	-1.7	94.3	0.7	91.0	89.6	2.6
c1ccc(-c2ccc3[nH]ccc3c2)cc1
    101.8	91.1	2.6	90.0	0.8	91.0	82.6	6.7
O=C(NNC(=S)Nc1cccc(C(F)(F)F)c1)c1ccccc1Cl
    100.3	115.4	-1.2	103.8	21.6	106.6	106.2	1.4
Cc1ccc(/C(O)=C/C(=O)C(=O)NC23CC4CC(CC(C4)C2)C3)cc1
    97.8	103.2	2.2	96.8	1.5	103.6	97.0	-2.9
C/C(=N\NC(=O)Nc1ccccc1)c1ccc2ccccc2c1
    107.9	112.5	9.8	109.8	69.8*	107.8	115.2	-7.8
O=C(C1CCN(c2nc3nonc3nc2N2CCCCC2)CC1)N1CCOCC1
    108.3	114.8	3.9	109.6	1.3	99.6	103.5	-1.0
O=C(CCn1nnc2ccccc2c1=O)N[C@H](C(=O)O)c1ccccc1
    96.9	172.2	-1.5	?	1.1	64.0	18.1[may fluoresce violet]	4.3
CN(C(=O)c1cc(-c2ccccc2)on1)C1CCCCC1
    95.2	100.2	9.1	88.0	3.1	100.5	93.0	-10.2
CN1CCc2c(sc3c2c(=O)n(-c2ccccc2)c2nncn32)C1
    91.4	96.2	-18.9	105.6	-0.5	92.4	92.2	-23.3
NC(=O)[C@H]1CC2(CC(c3cccc(NC(=O)[C@H]4CCC(=O)N4)c3)=NO2)CN1C(=O)c1cc([N+](=O)[O-])cc([N+](=O)[O-])c1 (some centres not stated)
    90.5	95.7	0.9	95.2	0.5	93.0	100.0	10.4
COc1ccc(CNC(=O)CCCC(=O)Nc2cccc(Br)c2)cc1
    81.1	108.9	-0.3	128.1	1.0	108.0	111.8	-0.1
O=C(CN1C(=O)NC2(CCCCCC2)C1=O)c1ccc(F)cc1
    102.4	98.3	4.5	101.4	-0.9	96.8	107.0	3.4
COc1ccc(CCNC(=O)CS(=O)(=O)Cc2nc(-c3ccc(C)cc3)oc2C)cc1OC
    118.5	186.3*	2.0	88.0	4.5	97.9	92.1	-9.7
O=C(NCCN1CCCCC1)c1ccc2c(c1)OCCO2
    105.8	106.9	-0.7	110.4	2.5	103.9	108.2	10.2
CCN(c1ccc(NC(=O)COC(=O)c2ccc([N+](=O)[O-])o2)cc1)C(C)C
    99.0	96.0	-2.0	98.1	-0.8	102.7	101.8	9.0
CCOC(=O)CSc1nnc(CNC(=O)Cc2ccccc2)n1-c1ccccc1OC
    93.1	96.4	0.1	98.2	-0.4	95.8	99.8	0.5
COc1ccc(N(CC(=O)NC2CCCC2)C(=O)CCC(=O)Nc2cc(C)on2)c(OC)c1
    97.8	104.6	5.2	99.4	0.6	99.3	96.6	5.6
Cc1nnc(C)c2c(C)n(-c3ccc4ncccc4c3)c(C)c12
    97.1	102.9	1.6	94.5	-0.8	90.4	96.8	3.0
Cc1ccc2c(CNCc3ccccc3)cc(=O)oc2c1
    96.8	96.7	8.2	88.2	-1.2	96.5	86.5	-0.4
O=C(CN1CCN(c2ccc(F)cc2)CC1)N1CCC(Cc2ccccc2)CC1
    97.2	98.7	-10.5	100.1	0.5	97.4	100.1	-1.4
CCOC(=O)c1c(C)nc(-c2ccccc2)nc1NC(=O)C(C)C
    102.7	99.0	8.2	91.7	15.5	94.5	95.1	6.0
Cc1ccc(NC(=O)NC(=O)N(C(C)C)S(C)(=O)=O)nc1
    90.2	94.8	1.0	107.3	1.4	94.0	92.5	-2.9
CC(C)Cc1nc2ccccc2[nH]1
    98.4	97.7	1.3	92.4	-1.3	94.5	99.7	3.9
COc1ccc(-n2c(Cc3cc(=O)[nH]c(=O)[nH]3)nnc2SCC(=O)Nc2ccccc2)cc1
    97.7	98.7	3.6	113.1	0.4	101.5	104.5	10.0
Cc1c(C(=O)Nc2nc3ccccc3[nH]2)oc2c(Cl)cccc12
    105.9	95.7	-2.5	97.8	66.5*	102.7	97.5	-6.6
O=C(CN1C(=O)C2C3C=CC(C3)C2C1=O)Nc1ccc(S(=O)(=O)N2CCCCC2)cc1 (configuration not stated)
    99.1	102.9	-4.6	110.2	-1.4	99.5	102.9	3.8
COc1ccc(C(C(=O)NC2CCCCC2)N(CC2CCCO2)C(=O)C2COc3ccccc3O2)cc1OC (configuration not stated)
    87.2	94.9	-10.8	84.3	4.8	93.4	91.7	1.2
COc1ccc(CN(C(=O)/C=C/c2ccccc2Cl)C2CCS(=O)(=O)C2)cc1 (configuration not stated)
    99.7	94.3	-2.1	85.0	0.0	95.8	99.4	5.5
COc1ccc(OCC(=O)NC2CC(C)(C)NC(C)(C)C2)cc1
    87.7	91.0	12.7	.	-0.1	94.9	93.9	-7.0
Cc1cc(Br)ccc1NC(=O)c1cnc(N2CCN(c3ccccn3)CC2)c2ccccc12
    116.2	99.1	13.3	88.3	20.2	88.8	90.4	7.8
O=C(Nc1ccccc1)ON=C1CCCC1
    117.2	100.8	-1.6	130.0	5.3	102.7	67.7	7.6
O=C(CCC1CCCN(Cc2ccncc2)C1)NCc1ccc(F)c(F)c1 (configuration not stated)
    102.6	108.1	-3.0	104.6	0.3	105.8	101.8	-1.4
O=c1c2cc(Cl)ccc2nc(-c2ccccc2)n1O
    124.9	92.2	-3.7	.	20.0	88.0	95.3	-5.0
CC(C)Cc1nc(SCC(=O)Nc2nnc(CC(C)C)s2)n[nH]1
    100.7	94.6	-3.1	105.0	0.9	106.7	102.7	-1.6
COC(=O)CCCC(=O)NC(C)c1cnn(-c2ccccc2C)c1C (configuration not stated)
    99.5	100.0	-3.5	106.1	-2.6	102.4	105.5	3.5
CCOC(=O)C(C)OC(=O)C1=C(C)NC(=O)NC1c1ccc2c(c1)OCO2 (configuration not stated)
    91.6	99.5	0.0	105.0	1.2	102.1	99.9	-0.7
CCCC(=O)N1CCN(c2ccc([N+](=O)[O-])cc2Cl)CC1
    106.0	106.0	-0.7	101.9	-7.1	105.9	98.4	-5.3
CCOC(=O)N1CCN(C(=O)C2CCN(C(=O)c3ccc([N+](=O)[O-])cc3)CC2)CC1
    106.7	104.7	-1.7	102.3	0.1	99.4	101.1	3.6
Cc1ccccc1OCCC(=O)OCC(=O)Nc1ccc(N2CCOCC2)cc1
    98.8	101.6	-3.0	95.9	-0.6	96.1	96.0	-2.2
COc1ccc(S(=O)(=O)NCC2CCCN(C(=O)c3cccs3)C2)cc1 (configuration not stated)
    95.8	90.9	-6.0	90.6	1.1	89.6	93.5	0.0
COCCNC(=S)NNc1ccccc1[N+](=O)[O-]
    96.8	103.1	-18.1	101.8	12.6	97.1	101.0	-15.8
OCCN1CCN(c2nc(-c3ccccc3O)nc3ccccc23)CC1
    .	93.2	3.1	87.4	1.5	84.9	90.8	-8.6

# Some of these compounds in order of count of non-hydrogen atoms, rising.
# Results follow in this order: LAP4-GFP MLPCN	MEP2 TOR yeast	procasp3 activ	CIT2 TOR yeast	AHR activator	RPL19A-GFP yeast	AGP1-GFP MLPCN	procasp7 counter
O=c1c2cc(Cl)ccc2nc(-c2ccccc2)n1O
    124.9	92.2	-3.7	.	20.0	88.0	95.3	-5.0
CCCC(=O)N1CCN(c2ccc([N+](=O)[O-])cc2Cl)CC1
    106.0	106.0	-0.7	101.9	-7.1	105.9	98.4	-5.3
OCCN1CCN(c2nc(-c3ccccc3O)nc3ccccc23)CC1
    .	93.2	3.1	87.4	1.5	84.9	90.8	-8.6

# Next entries follow.
# Results follow in this order: LAP4-GFP MLPCN	MEP2 TOR yeast	procasp3 activ	CIT2 TOR yeast	AHR activator	RPL19A-GFP yeast	AGP1-GFP MLPCN	procasp7 counter
CC(SCc1ccccc1)C(=O)Nc1ccccc1Br (configuration not stated)
    85.7	101.4	2.5	87.8	2.3	100.1	86.3	-8.0
COc1ccc2c(Cl)c(C(N)=O)sc2c1
    105.5	99.8	-5.3	93.0	9.3	100.9	98.7	-3.8
COc1cccc2cc(C(=O)N3CCCCC3C)c(=O)oc12 (configuration not stated)
    93.2	99.5	-1.9	102.0	-1.1	95.8	100.7	2.1
CN(Cc1nc2ccccc2c(=O)[nH]1)C(=O)c1ccc(NC(=O)CSc2nnnn2C)cc1
    102.8	102.4	10.2	100.1	-0.1	104.2	110.4	-5.0
CCOc1ccccc1C(=O)NC(C)CCc1ccccc1 (configuration not stated)
    109.3	89.8	6.1	95.9	-3.3	96.7	101.5	10.1
CC(NC(=O)COC(=O)c1ccccc1Nc1ccccc1)c1ccccc1 (configuration not stated)
    102.3	113.8	1.4	109.2	-1.7	105.0	109.2	4.4
COc1ccc(NC(=O)Nc2ccon2)c(OC)c1
    131.9	195.4*	-0.5	143.5	56.4*	107.4	104.0	-6.2
Cc1cc(N2CCCC2)ccc1/C=C1/C(=O)N(C)C(=S)N1C
    92.7	108.8	-3.0	103.3	32.2	103.4	95.2	-4.3
Cc1nn(-c2ccccc2)c(C)c1C(=O)OC(C)C(=O)NC1CCCCC1C (configuration not stated)
    75.3[may fluoresce red and violet]	92.6[may fluoresce red and violet]	-12.2	?	-2.1	?	?	8.0
CC(=O)c1ccc(N2CCN(C(=O)c3noc4c3CSc3ccccc3-4)CC2)cc1
    92.2	101.7	0.4	94.2	5.5	99.1	94.1	-0.2
N#CC1=C(N)OC2=C(C(=O)CCC2)C1CCc1ccccc1 (configuration not stated)
    90.6	97.4	1.1	81.8	6.0	94.8	94.8	-13.3

# High-throughput results from PubChem.
